Compound activity from PubChem BioAssay.
UPR CHOP act: apoptotic UPR (CHOP) activation; CHO-CHOP luciferase reporter, luminescence; percent of tunicamycin response over DMSO baseline; activation, % at 10 µM; hit rate 0.34% among 330,000;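 active = at 10 µM dose, activation of 40% or more, normalized to positive control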;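 also: 100% = tunicamycin at 10 µg/mL and 0% = DMSO alone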
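System: CHO CHOP reporter cells. Amount: 500 cells per well. Buffer or medium: F12 medium, 10% FBS. Compound dosing: one dose, 10 µM in 0.5% DMSO. Incubation: 6 h compound exposure at 37 °C after overnight seeding. Technique: Steady-Glo luciferase luminescence. Benchmarks: tunicamycin and DMSO controls.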
697 NFkB inh: lowers PMA/ionomycin-induced NF-kB signal in 697 B cells | hit rate 0.33% among 330,000 | AID 435022 | inhibition, % at 4 µM | 697 B-cell NF-kB luciferase reporter, 16 h; in the data active = inhibition above about 35%
Mdm2 MdmX PPI: inhibitors of human Mdm2/MdmX interaction; O15151+Q00987; SaOS-2 split-luciferase Mdm2/MdmX complementation, luminescence; inhibition, % at 8 µM; hit rate 3% among 330,000;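 active = inhibition of at least 50% at 8 µM in the primary screen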
Target sequence (O15151 whole entry, looked up): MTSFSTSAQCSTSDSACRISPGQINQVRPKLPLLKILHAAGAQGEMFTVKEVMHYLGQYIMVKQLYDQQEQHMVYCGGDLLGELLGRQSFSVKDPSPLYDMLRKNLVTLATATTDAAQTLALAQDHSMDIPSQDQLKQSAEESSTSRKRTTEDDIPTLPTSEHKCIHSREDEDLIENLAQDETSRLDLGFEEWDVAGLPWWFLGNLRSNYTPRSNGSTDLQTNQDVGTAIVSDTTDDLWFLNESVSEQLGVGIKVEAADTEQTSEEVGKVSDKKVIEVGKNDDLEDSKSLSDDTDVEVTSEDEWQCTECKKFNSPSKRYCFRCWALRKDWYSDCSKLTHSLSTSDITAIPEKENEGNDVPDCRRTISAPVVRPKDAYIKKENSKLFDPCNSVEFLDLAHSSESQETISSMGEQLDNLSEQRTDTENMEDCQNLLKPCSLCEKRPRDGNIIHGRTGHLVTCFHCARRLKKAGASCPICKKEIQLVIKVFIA
Target sequence (Q00987 whole entry, looked up): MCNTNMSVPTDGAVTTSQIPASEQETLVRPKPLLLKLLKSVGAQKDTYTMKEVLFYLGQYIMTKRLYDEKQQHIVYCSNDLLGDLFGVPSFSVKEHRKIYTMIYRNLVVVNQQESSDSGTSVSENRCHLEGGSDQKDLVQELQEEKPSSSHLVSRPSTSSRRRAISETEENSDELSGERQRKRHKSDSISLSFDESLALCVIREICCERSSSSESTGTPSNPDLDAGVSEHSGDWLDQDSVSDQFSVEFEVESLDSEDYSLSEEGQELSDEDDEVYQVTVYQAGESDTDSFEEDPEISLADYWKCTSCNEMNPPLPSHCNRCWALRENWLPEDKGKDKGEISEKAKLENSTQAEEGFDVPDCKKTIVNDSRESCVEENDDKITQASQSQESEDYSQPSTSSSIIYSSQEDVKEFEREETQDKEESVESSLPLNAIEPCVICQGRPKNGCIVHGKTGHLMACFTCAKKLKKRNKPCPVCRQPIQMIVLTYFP
Jurkat NFkB inh: lowers PMA/ionomycin-induced NF-kB signal in Jurkat cells. PMA/ionomycin-induced NF-kB luciferase reporter, luminescence. inhibition, % at 4 µM. hit rate 0.53% among 330,000; in the data active = inhibition above about 50%
XBP1 UPR activ: activators of adaptive arm of unfolded protein response (XBP1) | AID 463104 | hit rate 0.33% among 330,000 | activation, % at 20 µM | CHO-XBP1 luciferase reporter, IRE1-XBP1 UPR activation, luminescence; percent of tunicamycin response, DMSO as zero;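 active = versus positive control, 20 µM dose yields 30% or more activation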;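 also: 100% = tunicamycin at 10 µg/mL and 0% = DMSO only wells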
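Material: CHO cell line with stable XBP1 luciferase reporter; buffer or medium: F12 medium containing 10% fetal bovine serum; compound: single point, 20 µM final compound, 1% DMSO; incubation: 6 h treatment, 37 °C; measured by: glow luminescence from Steady-Glo reagent; evaluation: activation, % of tunicamycin; control set: tunicamycin high, DMSO low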
APJ ag: activates the human apelin receptor APJ; hit rate 0.11% among 330,000; P35414; activation, % at 20 µM; CHO-K1 APJ PathHunter beta-arrestin, luminescence; 0% DMSO wells, 100% apelin;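 active = activation more than six SD over the plate average, tested at 20 µM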;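 also: 0% = DMSO alone and 100% = apelin-13 at 10 nM; some results filed as inactive read as strong as hits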
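Assay system: engineered CHO-K1 APJ arrestin reporter cells; Amount: 1000 CHO-K1 reporter cells seeded per well; Dosing: one dose, 20 µM compound, 1% DMSO; Times: compound stimulation 90 min at 25 °C, detection 60 min; Measured by: luminescent beta-gal fragment complementation, chemiluminescent substrate; Read-out: APJ–arrestin association signal; Controls: DMSO vs Apelin-13 10 nM.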
APJ antagonist: blocks the human apelin receptor APJ. P35414. CHO-K1 APJ beta-arrestin complementation, luminescence. inhibition, % at 20 µM. hit rate 0.32% among 330,000. AID 2521;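 active = inhibition above about 40% at 20 µM, limit read from the data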;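 also: cells challenged with 10 nM apelin-13 agonist together with compound; plate controls were apelin-13 plus DMSO wells for no effect and DMSO wells lacking apelin-13 for full effect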
tim23-1 inh: inhibits growth of tim23-1 mutant yeast | inhibition, % at 20 µM | AID 463212 | S. cerevisiae tim23-1 growth, BacTiter-Glo luminescence, 24 h | hit rate 1.3% among 330,000;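 active = growth inhibition of the mutant yeast at or above 50%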;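 also: temperature-sensitive mutant grown at 25 °C; plate controls were DMSO-treated mutant yeast for no effect and medium wells lacking yeast for full effect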
Numbers without * were called inactive. No enrichment for hits (roughly 5% active in at least one column).

SMILES,UPR CHOP act,697 NFkB inh,Mdm2 MdmX PPI,Jurkat NFkB inh,XBP1 UPR activ,APJ ag,APJ antagonist,tim23-1 inh
S=C1NCCC12C(=S)Nc1ccccc12 (stereo not drawn),1.3,7.2,33.3,9.6,0.7,-6.1,8.8,15.8
Cc1ccc(C(=O)N/C(=C/c2ccc(-c3ccc(Br)cc3)o2)C(=O)NC2CCS(=O)(=O)C2)cc1 (stereo not drawn),-1.6,-11.1,30.4,-9.7,-2.8,1.3,-12.5,-20.4
Cc1ccc2nsnc2c1S(=O)(=O)Nc1cccc2nsnc12,-3.0,14.0,-4.2,-2.1,7.2,-1.4,-0.1,17.2
COc1ccc(Cl)cc1S(=O)(=O)N(C)CC(=O)N1CCOCC1,1.5,-0.5,7.0,-14.4,-0.5,-0.3,-19.5,1.4
O=C(NC(=S)N1CCCC(C(F)(F)F)C1)c1ccc(F)cc1 (stereo not drawn),-1.0,-34.4,-9.5,-39.1,0.7,-1.0,7.3,35.6
Cn1c(=O)c2c(SCC(=O)N3CCCC3)nc(CC(C)(C)C)nc2n(C)c1=O,2.1,6.3,17.2,-1.8,0.2,-6.5,15.6,30.1
COc1ccc(N2CCOCC2)c(NC(=O)c2cccc3ccccc23)c1,1.5,6.0,31.1,13.9,-2.5,-0.1,20.7,43.0
COc1ccc2nc(SCC(=O)Nc3ccccc3)[nH]c2c1,-1.2,-13.3,3.7,-10.4,2.0,1.1,0.5,-1.8
Cc1ccc(Cl)c(OCC(=O)NN2CCN(C)CC2)c1,1.0,3.8,-9.2,5.6,0.8,-1.4,3.1,-0.6
Nc1nc(-c2ccc(Cl)cc2Cl)cn1N,0.1,19.1,5.9,-10.2,-1.4,-5.1,-2.2,13.9
Cc1cc(Br)cc(C)c1NC(=O)c1ccc(C#N)cc1F,-0.3,14.8,12.2,-5.6,2.0,2.1,-4.8,9.5
Clc1ccc(Cn2ccc3ccccc32)cn1,0.4,0.4,19.0,-3.7,0.1,-6.1,11.0,17.7
CC(NC(=O)c1cc(-c2ccccc2)on1)c1ccccc1 (stereo not drawn),0.7,5.5,6.4,-6.3,0.7,-5.2,-3.0,-17.8
CC(C)c1ccc(NC(=O)CSc2nc3ccccc3nc2N2CCCC2)cc1,0.9,-4.2,18.3,17.0,-0.6,-2.2,-11.2,2.2
c1ccc(C2=Nn3c(nnc3-c3ccccn3)SC2)cc1,-1.0,-42.3,-28.6,-4.0,-2.5,0.7,0.5,-7.1
CCc1nnc(SCC(=O)Nc2ccc3c(c2)OCO3)n1CC,1.5,-9.0,26.5,7.9,-3.3,-8.1,0.1,9.2
Cc1ccc(S(=O)(=O)N[C@H](C(=O)N2CCC(C(=O)N[C@@H](CC(=O)O)C(=O)O)CC2)C(C)C)cc1,2.5,9.2,20.4,8.2,-0.1,-4.6,7.1,15.2
COc1ccc(OCC(O)CNC(=O)c2ccccc2C(=O)O)cc1 (stereo not drawn),-0.6,-16.7,2.3,-7.0,-1.4,-6.1,-1.6,5.6
CC1CCCC(C)N1C(=O)C1CCCCC1 (stereo not drawn),-1.0,3.9,16.9,12.4,-1.6,-3.4,-5.3,12.2
COc1ccc(CNC(=O)C2CCCN(S(=O)(=O)c3c(C)nn(C)c3C)C2)cc1 (stereo not drawn),-1.1,-12.6,6.1,-10.9,-1.9,-4.4,-1.4,-11.0

The final three records of the section before open the next one:
SMILES,UPR CHOP act,697 NFkB inh,Mdm2 MdmX PPI,Jurkat NFkB inh,XBP1 UPR activ,APJ ag,APJ antagonist,tim23-1 inh
COc1ccc(OCC(O)CNC(=O)c2ccccc2C(=O)O)cc1 (stereo not drawn),-0.6,-16.7,2.3,-7.0,-1.4,-6.1,-1.6,5.6
CC1CCCC(C)N1C(=O)C1CCCCC1 (stereo not drawn),-1.0,3.9,16.9,12.4,-1.6,-3.4,-5.3,12.2
COc1ccc(CNC(=O)C2CCCN(S(=O)(=O)c3c(C)nn(C)c3C)C2)cc1 (stereo not drawn),-1.1,-12.6,6.1,-10.9,-1.9,-4.4,-1.4,-11.0
CCn1cc(S(=O)(=O)CC(=O)N2CCc3ccccc32)c2ccccc21,-0.4,19.2,-10.8,-0.8,3.6,-3.0,7.1,18.8
Cc1nnc(SCC(=O)NC(C)(C)C)n1NCc1ccc(Cl)cc1,12.9,-9.8,-22.5,6.9,2.8,0.9,10.9,-12.1
COCCn1c(SC)nnc1-c1c[nH]c2ccccc12,-0.7,-7.7,2.9,-4.6,-3.4,0.0,4.8,-6.4
Cc1cc(C(=O)CC#N)c(C)n1-c1ccc(OC(F)F)cc1,-2.0,1.3,33.8,1.2,1.2,-3.2,1.5,15.5
COC(=O)c1[nH]c2ccc(F)cc2c1NS(=O)(=O)c1ccc(OC)cc1OC,0.8,-4.8,-16.9,-19.5,0.7,-7.9,5.8,15.9
O=C(NNC(=O)C1CC1c1ccccc1)Nc1cccc(Cl)c1 (stereo not drawn),1.9,19.3,12.2,13.5,-0.1,-2.5,1.3,-1.6
Nc1nc(SCC(=O)N2CCCc3ccccc32)[nH]c(=O)c1-c1ccccc1,4.6,-3.1,-9.2,2.0,-3.6,2.1,9.2,12.1
CCCNC(=S)N(Cc1cc2cc(C)ccc2n2nnnc12)CC(C)(C)CN(C)C,-0.5,-28.4,12.2,-1.3,-5.0,-3.7,21.3,5.0
O=C1/C(=C/c2ccccn2)SC(=S)N1c1cccc(O)c1,5.3,-1.0,29.6,8.3,-1.3,-0.6,-8.9,8.9
CCOC(=O)c1c(C)nc2sc3c(c2c1-c1ccc(OC)cc1)NC(c1ccccc1)NC3=O (stereo not drawn),-0.4,-17.8,-6.4,-1.5,0.2,1.9,2.0,-4.6
CC1CCN(C(=O)Cn2nnc(-c3cccs3)n2)CC1,5.7,-49.6,-20.3,-51.7,5.1,-3.3,14.1,0.1
O=C(CSc1ncnc2sc3c(c12)CCC3)Nc1ccccc1C(=O)O,3.9,18.8,14.8,1.9,-2.1,-0.5,11.6,2.9
Cc1ccc(OCCOCCN2CCCC2)c(Br)c1,0.1,-10.7,11.4,-16.1,-1.9,-2.1,-11.4,14.4
O=C(O)C12C[C@H]3C[C@@H](C1)CC(n1ncc(N4CCN(c5ccccc5)CC4)c(Cl)c1=O)(C3)C2,-1.4,17.7,12.0,6.1,3.5,-3.8,8.7,0.1
O=C(NNC(=O)c1cccnc1)Nc1ccccc1,2.0,-17.1,-5.3,-25.3,-2.8,2.5,1.1,12.3
O=C(O)c1ccc(NC(=S)NC(=O)c2cncc(Br)c2)cc1,-3.1,-8.7,-22.1,1.1,-5.3,-1.0,16.9,13.7
CCOc1ccc(-c2nnc(-c3cccs3)o2)cc1,-3.0,-251.2,-169.1,-93.3,-2.8,2.3,-3.0,5.9
C=CCn1c(-c2cccc(S(=O)(=O)N(CC)CC)c2)n[nH]c1=S,-1.4,5.9,12.3,-4.5,-0.2,-2.8,-4.6,2.7
O=C(c1ccc(CNc2c(N3CCOCC3)c(=O)c2=O)cc1)N1CC=C(c2ccccc2)CC1,-0.2,-4.7,1.8,2.3,-3.0,-3.0,8.1,-4.9
Cc1nn(CCOc2cccc(Cl)c2)c(C)c1[N+](=O)[O-],2.0,4.0,17.1,8.3,-3.9,-5.2,6.1,9.6
CC(=O)c1ccc(OCC(O)CN2CCCC(C)C2)cc1 (stereo not drawn),-0.4,6.6,-3.5,-14.7,2.1,-2.1,10.4,9.7
O=C(Cn1nc(C(=O)O)c2ccccc2c1=O)Nc1cccc(S(=O)(=O)N2CCCCC2)c1,0.2,-4.6,5.7,1.9,-3.6,1.5,6.7,-20.9
CCSc1nc(-c2ccccc2)c2cc(Cl)ccc2n1,-0.1,2.0,21.1,0.5,-3.2,-4.0,17.8,9.6
O=C(NC1CCCC1)C(c1ccncc1)N(C(=O)Cc1cccs1)c1ccc(F)cc1 (stereo not drawn),0.7,21.9,13.5,-9.4,-3.6,-3.4,10.4,7.5
O=C(O)c1ccc(Cl)c(NC(=O)C2CCCN2S(=O)(=O)c2cccc3nsnc23)c1 (stereo not drawn),-2.9,21.7,8.6,-6.2,-1.2,-4.3,11.9,1.1
Cn1c(COc2ccc(Cl)cc2Cl)nnc1SCC(=O)NCC1CCCO1 (stereo not drawn),1.0,-10.8,-0.2,-32.4,1.0,-0.1,0.1,13.6
COc1ccc(C(c2c(NC(=O)c3ccco3)sc(C)c2C)N2CCOCC2)cc1OC (stereo not drawn),9.1,10.5,18.3,3.0,0.2,-4.8,-2.5,38.6
CC(=O)CSc1nsc(SCC(C)=O)c1C#N,0.0,-27.5,-2.7,4.9,-1.4,0.9,6.3,25.8
COCc1nnc(NC(=O)c2cc(Cl)ccc2OC)s1,0.3,10.7,1.3,5.7,3.4,-3.0,8.7,5.5
C/C(=N\NC(=O)C1COc2ccccc2O1)c1ccc(Cl)s1 (stereo not drawn),2.8,-0.3,-27.8,-14.1,0.7,-2.7,26.5,-1.2
CC(=O)Oc1ccc2c(c1)Oc1cc(OC(C)=O)ccc1C21OC(=O)c2ccccc21,2.9,29.5,30.7,1.0,3.8,9.5,-70.3,34.0
CCc1ccc(C(=O)CN2C(=O)NC3(CCCCCC3)C2=O)cc1,6.2,-99.9,-35.5,-67.9,2.6,6.6,16.2,50.6*
CC(OC(=O)Cc1coc2ccc3ccccc3c12)C(=O)NC(N)=O (stereo not drawn),-0.9,-7.1,7.1,0.5,-0.5,-2.6,-5.0,16.6
COc1cccc(OCC(Cn2cnc3ccccc32)OC(C)=O)c1 (stereo not drawn),-0.3,1.9,28.2,-21.8,2.0,-4.1,4.8,6.1
O=C(COC(=O)c1cc(F)cc(F)c1)NCCCc1ccccc1,2.1,5.0,4.9,-1.8,-2.1,-1.7,-2.8,6.1
